# Screening data (PubChem BioAssay)
# OXTR potentiate: human OXTR potentiation; P30559; CHO-OTR cells, Fluo-8 calcium fluorescence, potentiator mode; 0% = oxytocin EC15, 100% = EC100; activation, % at 3 µM; 320,000 compounds, 0.061% hits; AID 2445;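 active = activation above that plate's cutoff, the mean activation of tested compounds plus 3 SD, cut at about 6.6% in these data, passing the limit was not always enough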;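 also: 100% uses oxytocin at 75 nM as the full agonist control; some results filed as inactive read as strong as hits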
#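 Assay system: CHO-OTR cells, human receptor / Also added: oxytocin at about EC15, sub-maximal agonist stimulus / Dosing: single dose, 3.0 µM nominal final compound concentration / Incubation: 6 min pre-incubation, 100 s read / Technique: Fluo-8 calcium dye fluorescence / Read-out: % activation vs EC15 and EC100 oxytocin / Benchmarks: EC15 oxytocin low, 75 nM oxytocin high / Replicates: singlicate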
# TAAR1 ag: agonists of human TAAR1; Q96RJ0; CHO RD-HGA16 TAAR1, Fluo-8 calcium fluorescence; vehicle wells 0%, saturating PEA agonist 100%; activation, % at 3 µM; 360,000 compounds, 0.99% hits; AID 624467;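 active = activation above the mean activation of all test compounds in the run plus 3 SD, cut at about 38% in these data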
#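 System: CHO-derived RD-HGA16 cells with stable Gα16 and human TAAR1. Times: 17-24 h plating, Fluo-8 75 min 37 °C, 30 min RT. Measured by: calcium-sensitive Fluo-8 signal, excitation 470-495, emission 515-575 nm. Read-out basis: % activation relative to PEA EC100 response. Control set: DMSO and PEA EC100. Repeats: no replicates (n 1).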
# CHRM1 agonist: human M1 muscarinic receptor agonism | activation, % at 3 µM | 360,000 compounds, 0.33% hits | P11229 | CHO-K1 hM1, Fluo-8 calcium fluorescence, agonist mode; 0% DMSO, 100% acetylcholine EC100;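 active = activation above the run's mean compound activation plus 3 SD, cut at about 16% in these data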;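 also: peak over basal fluorescence ratio within a 140 s kinetic read after compound addition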
# Target sequence (P11229 whole entry, looked up): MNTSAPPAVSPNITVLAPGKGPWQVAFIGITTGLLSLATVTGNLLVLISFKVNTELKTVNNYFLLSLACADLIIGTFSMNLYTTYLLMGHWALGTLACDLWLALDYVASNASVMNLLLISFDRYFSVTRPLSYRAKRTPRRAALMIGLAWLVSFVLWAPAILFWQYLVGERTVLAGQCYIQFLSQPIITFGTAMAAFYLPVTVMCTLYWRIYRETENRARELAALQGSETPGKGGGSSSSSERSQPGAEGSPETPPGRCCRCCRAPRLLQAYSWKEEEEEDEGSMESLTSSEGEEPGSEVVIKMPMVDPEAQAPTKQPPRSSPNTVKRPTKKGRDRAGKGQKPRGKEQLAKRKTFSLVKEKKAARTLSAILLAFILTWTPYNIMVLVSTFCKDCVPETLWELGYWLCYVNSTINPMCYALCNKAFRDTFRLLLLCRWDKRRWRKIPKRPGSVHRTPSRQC
# OXTR ag: activates the human oxytocin receptor; activation, % at 3 µM; CHO-OTR cells, Fluo-8 calcium fluorescence; normalized: DMSO 0%, oxytocin 100%; 320,000 compounds, 0.32% hits; AID 2435;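 active = activation above the mean of all tested compounds plus 3 SD, cutoff set per screening run, cut at about 20% in these data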;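 also: peak over basal fluorescence ratio from a 100 s FLIPR kinetic read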
# M1 PAM: potentiates human M1 receptor response to acetylcholine | activation, % at 3 µM | CHO-K1 hM1, Fluo-8 calcium fluorescence, ACh EC20; 0% = ACh EC20, 100% = maximal ACh | 360,000 compounds, 0.088% hits | P11229; in the data active = activation above about 19%, passing the limit was not always enough
# V1aR counter: counter-screen for oxytocin receptor agonists: human V1a receptor agonists. P37288. CHO-V1R cells, Fluo-8 calcium fluorescence, agonist mode; 0% DMSO, 100% 3 nM vasopressin. activation, % at 3 µM. 320,000 compounds, 0.25% hits. AID 2797;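 active = activation above the mean activation of all tested compounds plus 3 SD, per screening run, cut at about 20% in these data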;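 also: signal is peak over basal fluorescence ratio across a 100 second FLIPR read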
# Target sequence (P37288 whole entry, looked up): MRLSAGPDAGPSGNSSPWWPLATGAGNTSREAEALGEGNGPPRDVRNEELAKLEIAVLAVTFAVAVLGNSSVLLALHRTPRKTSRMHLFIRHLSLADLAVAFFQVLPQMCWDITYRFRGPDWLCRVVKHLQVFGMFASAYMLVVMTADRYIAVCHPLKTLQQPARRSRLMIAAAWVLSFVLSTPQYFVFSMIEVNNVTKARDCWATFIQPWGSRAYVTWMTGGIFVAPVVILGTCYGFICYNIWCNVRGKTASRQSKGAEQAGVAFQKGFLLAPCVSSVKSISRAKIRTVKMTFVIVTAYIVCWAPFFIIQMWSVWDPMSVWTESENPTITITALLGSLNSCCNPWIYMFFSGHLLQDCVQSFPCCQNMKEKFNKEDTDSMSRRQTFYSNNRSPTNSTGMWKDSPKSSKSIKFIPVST
# CHRM1 antagonist: human CHRM1 antagonism. AID 588852. P11229. inhibition, % at 3 µM. CHO-K1 hM1, Fluo-8 calcium fluorescence, ACh EC80 antagonist. 360,000 compounds, 1.3% hits;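 active = percent inhibition above its own plate's cutoff, namely the mean of that plate's compound wells plus 3 SD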;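 also: peak over basal fluorescence ratio during 140 s after agonist addition; 0% = ACh EC80 plus DMSO and 100% = DMSO alone without agonist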
# TAAR1 antag: antagonists of human TAAR1. AID 624466. 360,000 compounds, 1.5% hits. inhibition, % at 3 µM. CHO RD-HGA16 TAAR1, Fluo-8 calcium fluorescence, antagonist;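 active = inhibition above a per-plate cutoff, the mean inhibition of test compounds on that plate plus 3 SD, cut at about 49% in these data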;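 also: 0% = DMSO plus EC80 beta-PEA response and 100% = DMSO alone without agonist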
#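 Assay system: CHO-derived RD-HGA16 cells stably expressing human TAAR1 plus Gα16. Timing: 140 s kinetic read after compound, 140 s after agonist. Technique: kinetic Fluo-8 calcium fluorescence measurement. Measure: % inhibition of agonist calcium response.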
# CHO parental Ca: counter-screen for OX1R antagonists: effect in parental CHO cells; parental CHO-K1, ATP-induced calcium, Fluo-8 fluorescence; inhibition, % at 5.6 µM; 330,000 compounds, 0.63% hits;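 active = inhibition above that plate's mean sample inhibition plus 3 SD, cut at about 26% in these data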;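 also: 0% = ATP-challenged DMSO wells and 100% = DMSO wells without ATP; some compounds past the cut are filed as inactive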
#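 Material – parental CHO cells · Reagent – ATP stimulus · Compound – single nominal dose of 5.6 µM per compound · Detection – Fluo-8 fluorescence · Read-out basis – percent inhibition of calcium signal · Controls – ATP-challenged DMSO wells low, unchallenged DMSO wells high · Repeats – no replicates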
# * hit, by the source's call; / = no result given.
# A first look, 3 compounds:
SMILES,OXTR potentiate,TAAR1 ag,CHRM1 agonist,OXTR ag,M1 PAM,V1aR counter,CHRM1 antagonist,TAAR1 antag,CHO parental Ca
CSc1nc(C)cc(Oc2ccc(OCCOc3ccccc3)nn2)n1,-10,1,1,0.2,4,0.7,-9,5,-11
COc1cc(C(=O)NCCSc2ccccc2)cc(OC)c1OC,6,4,-2,-1.2,6,-0.3,-8,-3,-13
COc1ccc2c(c1)c(=O)c(C(=O)c1ccccc1)cn2Cc1ccc(C)cc1,-2,2,-4,-1.4,1,-0.2,5,15,-13

# Main list, repeating the preview:
SMILES,OXTR potentiate,TAAR1 ag,CHRM1 agonist,OXTR ag,M1 PAM,V1aR counter,CHRM1 antagonist,TAAR1 antag,CHO parental Ca
CSc1nc(C)cc(Oc2ccc(OCCOc3ccccc3)nn2)n1,-10,1,1,0.2,4,0.7,-9,5,-11
COc1cc(C(=O)NCCSc2ccccc2)cc(OC)c1OC,6,4,-2,-1.2,6,-0.3,-8,-3,-13
COc1ccc2c(c1)c(=O)c(C(=O)c1ccccc1)cn2Cc1ccc(C)cc1,-2,2,-4,-1.4,1,-0.2,5,15,-13
Cc1cc(C)cc(CC(=O)N2CCC2(C)C(=O)NS(=O)(=O)c2cccc(F)c2)c1 (configuration not stated),/,0,-1,/,7,/,-14,10,/
CN(C)C1CCN(C(=O)c2cccc(OC3CCN(S(=O)(=O)N(C)C)CC3)c2)C1 (configuration not stated),/,0,-4,/,12,/,-21,-17,/
Cc1csc(NC(=O)CSc2ccc(-c3ccccn3)nn2)n1,2,2,-1,0.0,4,-0.6,-5,-26,-14
Nc1nnc(Cc2c[nH]c3ccccc23)s1,1,10,-4,0.0,9,-0.3,-5,1,-4
Cc1nc(N)sc1-c1csc(Nc2ccccn2)n1,/,11,-2,/,11,/,-12,-20,/
COCC(C)NC(=O)Cn1c(SCc2ccccc2)nc2ccccc21 (configuration not stated),-7,-1,-2,-0.6,2,0.0,3,3,-7
CCN(CC)C1=N/C(=C\c2ccco2)C(=O)N1c1ccccc1,3,0,-7,0.3,-4,2.6,3,-25,-6
COc1cccc(NC(=O)c2cccc(N3C(=O)C4CCC(C)CC4C3=O)c2)c1 (configuration not stated),-12,13,-1,5.9,-6,10,7,27,-14
CC(C)Sc1oc(-c2ccco2)nc1S(=O)(=O)c1ccc(F)cc1,2,1,-2,-1.8,3,-0.8,8,15,-9
CCCCC(=O)NC1(C(F)(F)F)C(=O)Nc2c1c(=O)[nH]c(=O)n2Cc1ccco1 (configuration not stated),-2,8,-1,0.7,5,0.4,-21,-12,6
N#CCc1ccc(-c2cccc3nccn23)cc1,/,1,-9,/,0,/,-8,-6,/
CSCC[C@H](NC(=O)c1cccs1)c1nnc2ccccn12,3,1,-2,0.9,7,1.2,-10,11,3
CC(=O)c1cccc(OCC(=O)N(Cc2ccco2)c2c(N)n(Cc3ccccc3)c(=O)[nH]c2=O)c1,-7,7,-5,-0.7,5,0.2,-4,-8,-16
COc1ccc(C(CNC(=O)/C=C/c2c(Cl)nc3ccccn23)N(C)C)cc1 (configuration not stated),-13,1,-8,-1.3,-6,-0.5,2,5,-16
COc1ccc(/C(C)=N\O)cc1OC,-7,2,-3,-0.2,11,-0.2,-13,-19,-3
O=C(CC(C(=O)O)c1ccc(Cl)cc1)c1ccc(Br)cc1 (configuration not stated),-10,-2,-5,-0.2,11,1.7,-15,-4,0
Cc1ccc(C(=O)NNC(=O)Cc2nc3nc(C)cc(C)n3n2)cc1,-3,2,1,0.5,18,0.3,-4,-35,-2
COCCNC(=O)/C(C#N)=C\c1ccc(CNS(=O)(=O)c2ccccc2)o1,-9,3,-2,1.0,6,1.0,-7,-2,1
COCCN(C(=O)c1cc(-c2ccc(F)cc2)nc2ccccc12)c1c(N)n(CC(C)C)c(=O)[nH]c1=O,/,2,-2,/,10,/,-4,-11,/
COC(=O)C1=C(C)N(CC2CC2)C(=NCc2cc(OC)c(OC)c(OC)c2)N[C@H]1c1ccccc1,-2,/,-9,0.1,5,0.0,-8,/,-21
COc1ccc(-c2cc(N3CCCC3)n3ncnc3n2)cc1,-13,1,-3,0.3,-3,2.5,3,7,-6
C/C(=N\NC(=O)Cn1ccc(C(F)(F)F)n1)c1ccc(N2CCOCC2)cc1,-1,0,-5,1.2,4,0.2,-7,1,-7
CCCOc1ccc(F)cc1-c1cc(C(=O)NCc2ccco2)[nH]n1,/,0,-4,/,11,/,-13,17,/
O=[N+]([O-])c1ccc(P(=O)(Cc2ccccc2)c2ccccc2O)cc1 (configuration not stated),0,0,-1,-1.9,-2,-0.4,8,-18,-19
CN(C)c1ccc(Nc2nc(N)c3ccccc3n2)cc1,0,23,-9,2.8,3,2.5,-12,2,-5
CS(=O)(=O)N1CCn2c1nc1ccccc12,-16,4,-4,0.4,4,0.4,-3,16,-8
Cc1ccc(C(=O)NC(=S)Nc2ccc(Oc3ccc(Cl)cc3)cc2)cc1,-2,2,-3,0.7,-2,-0.2,11,0,-9
Cc1ccc(/C=C/C(=O)CCC(=O)O)cc1,3,1,-10,1.0,12,0.1,-1,-11,-10
COc1ccc(Cn2c(CCCO)nc3ccccc32)cc1OC,-6,2,-3,0.5,-4,0.5,0,-11,-20
O=C(NC(=S)Nc1ccc2oc(-c3ccncc3)nc2c1)c1ccccc1F,-4,12,0,1.0,11,0.2,-12,13,0
CC1CC(NC(=O)Cc2ccc(Br)cc2)CC(C)(C)C1 (configuration not stated),-24,6,-2,-2.6,5,-1.4,-6,-7,-20
COc1ccc(S(=O)(=O)N2CCC(C(=O)NC3CC(C)(C)NC(C)(C)C3)CC2)cc1,0,1,-5,0.2,0,1.6,-3,4,-5
COc1ccc(C(=O)OCC(=O)c2ccc[nH]2)c(OC)c1,-6,2,-2,1.6,-6,-0.3,9,-2,-16
O=C(COc1ccc(-c2ccccc2)cc1)Nc1cccnc1,-11,16,2,15,-14,10,39*,33,27*
CC(=O)/C(=N\Nc1ccc(C)cc1)Sc1nncn1C,4,5,-6,-1.4,6,-0.8,-5,-13,3
COC(=O)c1ccc(OC)c(NS(=O)(=O)c2ccc(-n3cnnn3)cc2)c1,-13,0,-2,1.0,15,0.3,-7,-17,-2
COc1ccc(CNCCC(c2ccc(F)cc2)c2ccc(OC)cc2)cc1 (configuration not stated),-8,12,-2,11,7,13,4,25,6
Cc1cc(C)c2ccc3c(C)c(C)n(C)c3c2n1,5,9,-5,0.2,7,2.5,-14,-45,-22
COc1cc(OC)cc(C(=O)N2CCC(C(=O)Nc3ccc4c(c3)OCCO4)CC2)c1,-6,-1,-6,-0.9,7,-0.4,-10,4,-10
CCCCN(CC)CCNC(=O)Cn1cc2c(n1)-c1c(oc(C(=O)N3CCCC3)c1C)CC2,-5,0,-5,0.6,0,0.3,1,-24,-13
Cc1ccc(S(=O)(=O)NCCC(=O)N2CCN(S(=O)(=O)c3ccccc3)CC2)cc1C,-6,12,0,-0.7,10,1.6,-13,-15,-13
CCOc1ccc(NC(=O)C2CCCN(S(=O)(=O)c3ccc4[nH]c(=O)ccc4c3)C2)cc1 (configuration not stated),-5,3,-1,0.3,8,-0.4,-13,-27,-6
O=C(CSc1ncnc2c1cnn2CCc1ccccc1)Nc1cccc(C(F)(F)F)c1,-9,15,-2,0.5,-4,3.7,10,60*,24
COC(=O)c1cc(CNC(=O)C2CC(=O)N(c3ccc4c(c3)OCCO4)C2)ccc1OC (configuration not stated),-4,-1,-3,0.8,8,0.1,-10,-8,-8
O=C(c1ccccc1F)N1CCN(c2ccccc2F)CC1,-3,1,-3,-0.3,13,-0.4,-8,7,-9
CC(=O)Nc1ccc2nc(SCC(=O)N3CCOCC3)sc2c1,-7,10,-5,-0.4,5,0.2,-1,-5,-12
O=C1c2ccccc2NC(c2ccco2)N1/N=C/c1ccco1 (configuration not stated),-5,0,-6,-0.3,9,0.7,-10,-4,-3
COc1ccc(-c2cc(C(=O)Nc3cc(C)on3)no2)cc1OC,4,3,-2,0.9,19,0.5,-19,-11,4
Cc1cc(C)cc(OCCCn2ccnc2)c1,-8,6,-9,-0.6,-2,-0.5,0,-2,-8
CSCC[C@H](NC(=O)OC(C)(C)C)C(=O)N/N=C/c1ccc2nccnc2c1,0,1,-8,-1.2,10,1.8,-14,7,-10
Cc1ccccc1-n1c(O)c(/C=N/N2CCCCC2c2cccnc2)c(=O)[nH]c1=O (configuration not stated),-1,1,-3,0.7,10,1.2,1,7,-6
Cc1cc(C)cc(NC(=S)N2CCC(NC(=O)c3ccccc3C)CC2)c1,0,1,-4,0.5,0,1.7,-3,9,0
Cn1cc([N+](=O)[O-])c(C(=O)Nc2ccc(-c3nc4ccccc4o3)cc2)n1,-29,8,1,5.5,7,4.6,-7,11,9
CCOC(=O)C1(C)CCCCCN1C(=O)c1ccc(OC)c(C(F)(F)F)c1 (configuration not stated),/,-1,-3,/,0,/,-2,-29,/
O=C(CN1CCCCC1)Nc1ccc(S(=O)(=O)N2CCOCC2)cc1,-3,5,-14,0.7,2,0.0,-1,0,3
O=C(CCl)c1ccc2c(c1)CCN2C(=O)C1CCCCC1,-2,-1,-3,-1.6,-1,0.7,2,-11,-11
CCC(=O)Nc1ccc(S(=O)(=O)NCCc2ccccc2)cc1,-1,16,3,6.0,9,4.2,-3,-2,0
# More structures.
SMILES,OXTR potentiate,TAAR1 ag,CHRM1 agonist,OXTR ag,M1 PAM,V1aR counter,CHRM1 antagonist,TAAR1 antag,CHO parental Ca
CCNc1nc(NC(C)C)nc(N(n2cnnc2)S(=O)(=O)c2ccc(C)cc2)n1,2,-1,-7,-2.3,7,-0.4,-6,-7,-19
CCN(CC)C(=O)Cn1c(=O)n(CCCC(=O)NCc2ccccc2)c(=O)c2sccc21,0,0,-3,-0.2,6,0.5,-12,-8,-6
CC(C)(C)OC(=O)C[C@@H]1C/C=C\C[C@@H](CC(=O)N[C@H](CO)Cc2ccccc2)C(=O)NC[C@@H](c2ccccc2)OC1=O,1,3,-2,-0.5,-1,0.3,-3,8,-18
CCCCCCCC1(C)NC(=O)NC1=O (configuration not stated),2,-2,-5,-0.9,3,0.3,-28,-3,-6
Cc1ccc(CNC(=O)c2ccc(NS(=O)(=O)c3c(C)noc3C)cc2)cc1,-13,11,-1,2.0,4,0.8,-20,8,-2
Cc1ccc(NC(=O)CCCN2C(=O)C(c3ccccc3)Oc3cccnc32)c(C)c1 (configuration not stated),/,2,-5,/,6,/,-8,-10,/
